LEDGF integ inh: blocks HIV-1 LEDGF/p75-dependent DNA integration; TR-FRET IN-LEDGF/p75 DNA integration, Eu/Cy5; 0.64% of 370,000 active; inhibition, % at 3.7 µM; AID 743269;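 active = inhibition above the screen-wide mean plus 3 SD, cut at about 13% in these data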;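 also: signal is the Cy5 over europium emission ratio at 671 and 618 nm; 0% = plate median of compound wells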
PRMT1 FP inh: blocks human protein arginine methyltransferase 1; inhibition, % at 2.79 µM; 1.3% of 370,000 active; recombinant PRMT1, activity-based probe fluorescence polarization; AID 652257;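 active = inhibition above about 21% made by adding two undisclosed values, limit read from the data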
PG9 Ab binder: binds the HIV-1 gp120 antibody PG9; TR-FRET gp120-PG9 antibody binding; inhibition, % at 6.7 µM; 0.43% of 360,000 active; in the data active = inhibition above about 8.5%
MBD2 DNA inh: MBD2-methylated oligo binding inhibition. Q9UBB5. TR-FRET, MBD2 binding to methylated oligonucleotide. inhibition, % at 4.4 µM. 0.31% of 370,000 active. AID 686964; in the data active = inhibition above about 13%
TCR-CD3 inh: human TCR-CD3 binding inhibition; 0.37% of 360,000 active; TAMRA-labeled TCR probe fluorescence, biochemical; inhibition, % at 9.4 µM; AID 651800; in the data active = inhibition above about 19%;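 also: recombinant mutant TCR 2C K166C tagged with TAMRA read by polarization; 0% = receptor in buffer alone and 100% = receptor with positive control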
HTRA1 inh: inhibitors of human serine peptidase HTRA1; Q92743; recombinant HTRA1, FP-rhodamine activity-based probe, fluorescence polarization; inhibition, % at 5.96 µM; 0.5% of 340,000 active; AID 504803; in the data active = inhibition above about 36%;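 also: 0% = enzyme with DMSO and 100% = wells lacking enzyme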
UHRF1 MBD2 ctr: human UHRF1 methylated DNA binding inhibitors | UHRF1 binding to methylated oligo, TR-FRET | inhibition, % at 4.4 µM | 0.75% of 370,000 active | Q96T88; in the data active = inhibition above about 21%;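 also: UHRF1 SRA domain binding a hemimethylated CpG hairpin DNA probe; 0% = median of test compound wells and 100% = reference inhibitor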
mABHD4 FP: ABHD4 (mouse) inhibition, primary FP screen. inhibition, % at 8.92 µM. 0.54% of 370,000 active. AID 720543. Q8VD66. purified mABHD4, FP-Rh probe fluorescence polarization;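 active = inhibition exceeding the mean over every tested compound plus 3 SD, cut at about 30% in these data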;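 also: 0% = plate median of compound wells and 100% = S159A mutant with DMSO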
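Assay system: mABHD4 protein; medium: HEPES pH 7.0, NaCl, Pluronic buffer; dosing: 8.92 µM, single dose; schedule: 45 min + 60 min at 25 °C; signal: FP readout, ex 525 nm / em 598 nm; read-out: normalized percent inhibition of probe labeling; repeats: single replicate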
rCAG binder: r(CAG) repeat RNA binding; TO-PRO-1 dye displacement fluorescence; inhibition, % at 3 µM; 1.3% of 370,000 active; AID 651821;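 active = inhibition above the plate cutoff, the mean of all test compounds on that plate plus 3 SD, cut at about 35% in these data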;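 also: 0% = DMSO alone and 100% = 100 µM mitoxantrone as full dye displacement; higher means more dye released from RNA so lower well fluorescence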
NR1D1 modulator: modulators of human Rev-erb alpha DNA binding. P20393. Rev-erbα–FITC-DNA binding, fluorescence polarization, 90 min. activity, % at 10 µM. 0.79% of 370,000 active. AID 1259318;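 active = activity above about 14%, limit read from the data; passing the limit was not always enough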;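 also: 0% = DMSO wells with 35 nM protein and 100% = DMSO wells with 750 nM protein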
Target sequence (P20393 whole entry, looked up): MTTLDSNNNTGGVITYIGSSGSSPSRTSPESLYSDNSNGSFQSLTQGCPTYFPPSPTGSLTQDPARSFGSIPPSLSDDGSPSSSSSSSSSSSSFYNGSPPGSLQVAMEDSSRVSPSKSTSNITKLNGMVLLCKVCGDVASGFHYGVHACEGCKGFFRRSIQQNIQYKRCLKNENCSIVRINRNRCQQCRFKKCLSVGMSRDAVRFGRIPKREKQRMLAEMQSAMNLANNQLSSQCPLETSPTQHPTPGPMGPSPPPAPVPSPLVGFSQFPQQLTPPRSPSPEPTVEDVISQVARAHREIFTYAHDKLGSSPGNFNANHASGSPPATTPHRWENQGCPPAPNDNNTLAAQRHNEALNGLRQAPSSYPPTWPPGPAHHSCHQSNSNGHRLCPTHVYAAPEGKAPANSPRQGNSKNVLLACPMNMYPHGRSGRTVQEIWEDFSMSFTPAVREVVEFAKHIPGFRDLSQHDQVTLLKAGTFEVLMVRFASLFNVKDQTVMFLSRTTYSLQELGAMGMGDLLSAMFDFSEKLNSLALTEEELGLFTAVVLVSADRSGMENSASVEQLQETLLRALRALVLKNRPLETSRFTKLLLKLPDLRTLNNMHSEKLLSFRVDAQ
* marks the source's active call; other numbers are inactive results; x = no result given. The list is partial; the hit share may differ from the screen's.

| # | compound | LEDGF integ inh | PRMT1 FP inh | PG9 Ab binder | MBD2 DNA inh | TCR-CD3 inh |
| --- | --- | --- | --- | --- | --- | --- |
| 1 | CC(=O)Nc1ccc(C(=O)OCC(=O)Nc2ccc(Cl)cc2C(=O)c2ccccc2)cc1 | 1.1 | -0.4 | -0.1 | 1.2 | -0.2 |
| 2 | CC(=O)N1CN2CN(C1)CN(C(C)=O)C2 | 1.4 | 3.9 | -0.6 | 4.3 | -6.9 |
| 3 | COc1ccc(-c2ccc3c(c2)CN(c2cccc(Cl)c2)Cc2cnnn2-3)cc1 | 73.4* | 2.8 | 0.9 | 11.4 | 7.1 |
| 4 | COc1ccc(C(CNC(=O)CCc2ccsc2)N(C)C)cc1 (stereo not drawn) | 1.2 | 2.4 | 0.4 | -3.6 | 5.3 |
| 5 | COc1cccc(CNCCc2ccccc2)c1OC | -4.8 | -2.7 | -1.6 | -0.4 | 3.8 |
| 6 | C/C(=C/C=C/[C@@H](C)C(=O)O)[C@H]1CN[C@H](C(=O)O)[C@H]1CC(=O)O | 2.6 | -1.2 | -0.9 | 3.3 | -2.0 |
| 7 | CC(C)(C)NC(=S)N1Cc2ccccc2-n2nncc2C1 | 6.5 | -8.7 | 0.9 | 1.9 | -11.6 |
| 8 | O=P(NS(=O)(=O)c1ccccc1)(Oc1ccccc1)Oc1ccccc1 | 4.2 | -1.4 | -2.5 | -3.1 | -5.6 |
| 9 | CCCCOc1nc2ccccc2c(=O)n1-c1ccccc1 | -1.0 | 0.5 | -0.2 | -3.9 | 2.1 |
| 10 | Cc1ccccc1-n1c(O)c(C=NCCN2CCOCC2)c(=O)[nH]c1=O | -3.5 | -2.2 | 1.8 | 0.0 | 3.4 |

| # | HTRA1 inh | UHRF1 MBD2 ctr | mABHD4 FP | rCAG binder | NR1D1 modulator |
| --- | --- | --- | --- | --- | --- |
| 1 | -28.6 | -2.0 | -15.7 | 6.2 | 1.9 |
| 2 | 7.1 | 5.8 | 2.7 | -0.9 | 3.7 |
| 3 | x | 25.1* | -9.3 | 8.8 | -3.5 |
| 4 | -2.3 | 0.4 | 7.8 | 0.1 | 5.2 |
| 5 | -3.4 | -1.0 | 3.1 | 1.7 | -0.1 |
| 6 | -7.1 | 10.8 | 4.6 | -2.5 | -2.3 |
| 7 | 2.2 | 3.8 | -4.7 | 2.1 | 0.9 |
| 8 | 1.5 | 2.7 | -6.1 | 30.4 | 0.6 |
| 9 | -1.4 | 4.3 | -4.7 | -6.5 | -1.2 |
| 10 | 0.7 | -1.7 | -2.9 | 0.7 | -1.1 |

New compounds follow
| # | compound | LEDGF integ inh | PRMT1 FP inh | PG9 Ab binder | MBD2 DNA inh | TCR-CD3 inh |
| --- | --- | --- | --- | --- | --- | --- |
| 11 | NS(=O)(=O)c1ccc(N=Cc2c(O)n(-c3ccccc3)c(=O)[nH]c2=O)cc1 | 3.3 | 3.0 | 0.7 | -3.8 | -7.5 |
| 12 | CN1CCN(C(=O)COc2ccc3ccccc3c2Br)CC1 | 3.9 | 2.4 | -0.8 | -0.9 | 3.2 |
| 13 | CCC(C)n1c(O)c(C=NCCN2CCOCC2)c(=O)[nH]c1=S (stereo not drawn) | -1.1 | -0.2 | -1.1 | 1.2 | -1.1 |
| 14 | CC(=O)N1CCN(c2ccc([N+](=O)[O-])cc2C=C2C(=O)NC(=O)NC2=O)CC1 | 1.1 | 2.1 | -2.3 | -4.7 | 0.8 |
| 15 | Cc1cccc(-n2c(CN3C(=O)c4ccccc4C3=O)nc3ccccc3c2=O)n1 | -1.0 | -1.0 | 0.3 | 7.3 | -6.2 |
| 16 | O=C(O)c1nonc1-c1nonc1C(=O)O | 2.0 | -0.8 | 0.6 | -3.0 | -1.1 |
| 17 | CCOC(=O)C1CN(C)CCC1=O (stereo not drawn) | 2.7 | 3.9 | -0.7 | -1.4 | 3.6 |
| 18 | N#CC12CC(=O)N1Cc1cnnn1-c1ccccc12 (stereo not drawn) | -4.6 | -0.5 | -2.2 | 0.2 | -2.3 |
| 19 | O=P(Nc1cccnc1)(Oc1ccccc1)Oc1ccccc1 | 2.9 | -1.3 | 1.4 | 6.9 | -7.2 |
| 20 | CC[n+]1c(/C=C/N(C)c2ccccc2)sc2ccc(Cl)cc21 | 1.8 | 29.0* | 2.6 | 0.3 | -18.1 |

| # | HTRA1 inh | UHRF1 MBD2 ctr | mABHD4 FP | rCAG binder | NR1D1 modulator |
| --- | --- | --- | --- | --- | --- |
| 11 | x | -0.7 | -4.4 | 4.8 | -2.8 |
| 12 | -5.1 | -6.0 | -5.4 | -2.5 | 0.9 |
| 13 | 1.2 | 0.6 | 1.5 | -3.1 | 2.2 |
| 14 | 6.0 | -4.7 | 6.1 | 35.6* | 0.3 |
| 15 | 2.1 | 5.9 | -12.0 | 3.0 | 1.9 |
| 16 | 3.2 | -0.5 | 5.5 | 1.9 | -5.2 |
| 17 | 7.7 | 2.6 | 4.8 | -3.4 | x |
| 18 | x | 2.2 | 0.2 | 0.0 | -6.2 |
| 19 | -6.3 | -0.6 | -1.1 | -3.6 | -4.0 |
| 20 | -89.8 | -0.2 | -109.9 | 6.5 | -4.1 |

Quoted at random: 5 compounds from above
| # | compound | LEDGF integ inh | PRMT1 FP inh | PG9 Ab binder | MBD2 DNA inh | TCR-CD3 inh |
| --- | --- | --- | --- | --- | --- | --- |
| 2 | CC(=O)N1CN2CN(C1)CN(C(C)=O)C2 | 1.4 | 3.9 | -0.6 | 4.3 | -6.9 |
| 20 | CC[n+]1c(/C=C/N(C)c2ccccc2)sc2ccc(Cl)cc21 | 1.8 | 29.0* | 2.6 | 0.3 | -18.1 |
| 5 | COc1cccc(CNCCc2ccccc2)c1OC | -4.8 | -2.7 | -1.6 | -0.4 | 3.8 |
| 7 | CC(C)(C)NC(=S)N1Cc2ccccc2-n2nncc2C1 | 6.5 | -8.7 | 0.9 | 1.9 | -11.6 |
| 16 | O=C(O)c1nonc1-c1nonc1C(=O)O | 2.0 | -0.8 | 0.6 | -3.0 | -1.1 |

| # | HTRA1 inh | UHRF1 MBD2 ctr | mABHD4 FP | rCAG binder | NR1D1 modulator |
| --- | --- | --- | --- | --- | --- |
| 2 | 7.1 | 5.8 | 2.7 | -0.9 | 3.7 |
| 20 | -89.8 | -0.2 | -109.9 | 6.5 | -4.1 |
| 5 | -3.4 | -1.0 | 3.1 | 1.7 | -0.1 |
| 7 | 2.2 | 3.8 | -4.7 | 2.1 | 0.9 |
| 16 | 3.2 | -0.5 | 5.5 | 1.9 | -5.2 |

More compounds.
| # | compound | LEDGF integ inh | PRMT1 FP inh | PG9 Ab binder | MBD2 DNA inh | TCR-CD3 inh |
| --- | --- | --- | --- | --- | --- | --- |
| 21 | Cc1cccc(NP(C)(=O)c2nc3c(s2)CCCC3)c1 (stereo not drawn) | 2.4 | 1.3 | -2.3 | 2.0 | -2.3 |
| 22 | O=C(c1ccc2c3c(cccc13)CC2)C1CCCN(CC2CC2)C1 (stereo not drawn) | 0.1 | -1.7 | 4.7 | 0.8 | 0.6 |
| 23 | CN(C)CC#CCOCCOCCC#N | -1.8 | 1.2 | 2.2 | 0.8 | -11.2 |
| 24 | COC(=O)C1=C(c2ccc(F)cc2F)C[C@@H]2CC[C@H]1N2C(=O)N1CCC(O)(c2ccc(Cl)cc2)CC1 | 1.4 | 0.6 | 0.5 | -1.6 | -1.1 |
| 25 | COc1cc(CC(=O)N2C[C@H]3C[C@@H](C2)c2cccc(=O)n2C3)cc(OC)c1OC | 4.3 | 7.3 | -1.3 | 8.8 | -5.1 |

| # | HTRA1 inh | UHRF1 MBD2 ctr | mABHD4 FP | rCAG binder | NR1D1 modulator |
| --- | --- | --- | --- | --- | --- |
| 21 | 3.6 | 6.3 | -2.2 | -3.0 | -1.3 |
| 22 | -0.9 | -5.7 | 3.9 | 4.0 | 6.6 |
| 23 | -1.6 | 6.0 | -3.4 | 4.6 | 0.9 |
| 24 | -24.1 | 0.7 | -13.4 | 4.1 | -2.7 |
| 25 | 1.7 | 5.9 | -7.4 | -0.3 | 4.7 |

Assay outcomes: PubChem BioAssay, several laboratories
